M1AAP inhibition – P. falciparum M1AAP inhibitors, biochemical, fluorogenic H-Leu-NHMec substrate, 1536-well (AID 1445) | recombinant M1AAP, H-Leu-NHMec fluorogenic kinetic assay; higher % means a stronger effect | inhibition, % at 30 µM, or IC50 in µM where a hit was titrated | actives 0.42% (n = 220,000);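 active = primary inhibition above the hit cutoff, then over 50% inhibition at one or more dose response concentrations, cut at about 23% in these data, passing the limit was not always enough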;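 note: plate controls were DMSO full reaction for no effect and no enzyme background for full effect; strong numbers were not always called active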
XIAP displacement – small molecules displacing peptide from XIAP – biochemical, IAP family, fluorescence polarization (AID 1018). actives 0.007% (n = 200,000). XIAP BIR domain, fluorescence polarization peptide displacement; higher % means a stronger effect. one-dose displacement, % at 20 µM; IC50 in µM for titrated hits; in the data active = displacement above about 50%; note: a part of the inactive calls stands beside numbers as strong as those of hits
TNAP activators – human TNAP enzyme activators, primary screen, biochemical, luminescent, no phosphate acceptor, uHTS (AID 1001) | purified TNAP, luminescent activation assay, no phosphate acceptor; higher activation fold means a stronger effect | one-dose activation fold at 20 µM; EC50 in µM for titrated hits | actives 0.03% (n = 200,000); in the data active = activation fold from about 3, or a potency from the dose series; inactive = the rest, 99 in 100 with activation fold below about 1.6; note: many of its hits are not listed in these tables
Hep lipid drop – hepatic lipid droplet formation modulation; AML12 mouse hepatocytes, oleate lipid droplets, BODIPY imaging; inhibition, % at 6.5 µM; actives 0.4% (n = 240,000);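 active = lipid droplet intensity inhibited by at least 50%, with more than 500 cells counted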
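System: AML12 hepatocytes (mouse). Probe or stimulus: oleic acid at 100 µM to induce lipid droplet formation. Times: overnight treatment with compound plus oleate. Detection: Image-based BODIPY and DAPI two-channel analysis. Evaluation: percent inhibition of filter-corrected integrated lipid droplet intensity per well.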
PMI inhibitors – inhibitors of human PMI, primary screen, biochemical, fluorescence intensity, coupled assay (AID 1209); inhibition, % at 20 µM, or IC50 in µM where a hit was titrated; purified PMI enzyme, coupled fluorescence intensity; higher % means a stronger effect; actives 0.42% (n = 190,000);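 note: plate controls were DMSO vehicle for no effect and wells lacking substrate for full effect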
SIAH1 antagonists – Siah-1 peptide-binding antagonists, primary screen, biochemical, fluorescence polarization, rhodamine-plectin, uHTS (AID 1817) | one-dose displacement, % at 20 µM; IC50 in µM for titrated hits | Siah-1 / rhodamine-plectin peptide fluorescence polarization; higher % means a stronger effect | actives 0.02% (n = 290,000);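 active = displacement of at least 50% at 20 µM, with a fluorescence ratio check between 0.3 and a set limit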;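 note: plate controls were Siah plus tracer with DMSO for no effect and tracer alone without Siah for full effect; strong numbers were not always called active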
K1F lysis inhibition – protection from phage-mediated lysis, alamar blue read-out – E. coli UTI89, K1F phage, bacterial capsule biogenesis inhibitors (AID 488966). E. coli UTI89 K1F phage lysis, alamar blue, 2 h; higher % means a stronger effect. one-dose inhibition, % at 100 µM; IC50 in µM for titrated hits. actives 0.02% (n = 340,000);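 active = phage lysis inhibition, versus mean bacterial control, above a set limit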;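 note: capsule biogenesis inhibitors block K1F phage lysis so surviving cells raise fluorescence; higher fluorescence means more inhibition of phage lysis; actives were called in the ten point dose series up to 300 µM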
PMI inhibition – MPI inhibition at elevated mannose 6-phosphate – biochemical, fluorescence intensity, high mannose 6-phosphate, primary screen (AID 1220); recombinant PMI enzyme, coupled fluorescence intensity; higher % means a stronger effect; actives 0.66% (n = 190,000); inhibition, % at 20 µM, or IC50 in µM where a hit was titrated
P. falciparum M17LAP – P. falciparum M17LAP inhibitors, primary screen, biochemical, fluorogenic H-Leu-NHMec substrate, 1536-well (AID 1619). actives 0.38% (n = 220,000). recombinant M17LAP, H-Leu-NHMec fluorogenic kinetic assay; higher % means a stronger effect. inhibition, % at 30 µM; hits with a dose series show IC50 in µM;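 active = compound inhibiting the enzyme by more than half at any dose during confirmatory dose-response retesting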;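 note: plate controls were full reaction with DMSO carrier for no effect and no enzyme background for full effect; strong numbers were not always called active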
Hep lipid drop cells 6.5 µM – further read-out of Hep lipid drop, marked with its call; cell count; measured here: cell count, cytotoxicity flag;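 cells counted across two imaged fields per well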
* marks the source's active call; other numbers are inactive results; . = not tested or not shown; [ ] = dose if it differs, or a comment. Cut-off read from the data, not from the text of the source, unless noted: active = inhibition above about 50%; inactive = the rest.

SMILES | M1AAP inhibition | XIAP displacement | TNAP activators | Hep lipid drop | Hep lipid drop cells 6.5 µM | PMI inhibitors | SIAH1 antagonists | K1F lysis inhibition | PMI inhibition | P. falciparum M17LAP
CCNC(=O)N1CCNC(=O)C1CC(=O)Nc1ccc(C(=O)OCC)cc1 (stereo not given) | 5% | 1.5% | 1.1 | -1 | 676 | 13% | 8% | 0.3% | 12% | 3%
O=C(N/N=C/c1ccccn1)c1cc(-c2ccccc2)nc2ccccc12 | -11% | . | . | -6 | 691 | . | -4% | . | . | 10%
COc1cccc(-c2nnc3sc(-c4cccs4)nn23)c1 | -4% | -5.0% | 1.1 | . | . | -5% | 2% | 0.2% | -9% | 7%
Cc1ccc(NC(=O)NN(C)c2c(Cl)c(Cl)nn2C)cc1 | -3% | -6.2% | 1 | 4 | 691 | -1% | 3% | 0.1% | 5% | -1%
O=C(c1ccccc1[N+](=O)[O-])N1CCc2ccccc2C1 | 5% | -7.4% | 1 | 8 | 622 | -4% | 1% | 4.7% | 9% | 10%
O=c1[nH]c2ccc(NC(=S)NCc3ccccc3)cc2[nH]1 | -4% | . | . | 5 | 681 | . | -4% | 0.7% | . | -19%
CCn1cnc2c1c(=O)n(CC(=O)Nc1cc(C)on1)c(=O)n2Cc1ccccc1 | -3% | -5.8% | 1.1 | . | . | 0% | 0% | 4.4% | 9% | -8%
Cc1ccc2c(c1)nc(NCCO)n2C | 8% | -5.8% | 1.1 | . | . | 1% | -1% | 1.4% | 5% | -2%
CC(=O)Nc1ccc(S(=O)(=O)Nc2ccc(-c3ccc4nnc(C)n4n3)cc2)cc1 | 8% | -3.9% | 1.1 | -4 | 708 | -7% | -5% | 0.4% | -9% | 2%
CNC(=S)N=Nc1c(O)[nH]c2ccccc12 | 48µM* | -6.1% | 0.6 | 17 | 722 | 6% | 2% | 1.5%[50 µM] | 1% | 8%
CCOC(=O)c1nn(-c2ccc(Cl)cc2)c2nnc(Cc3ccc(C)cc3)c(=O)n12 | 9% | -5.5% | 1 | 1 | 676 | -13% | 3% | 1.1%[50 µM] | -16% | 4%
COc1ccc2[nH]c(C)c(CCNC(=S)Nc3ccccc3OC)c2c1 | 5% | -2.7% | 1.1 | -13 | 700 | -2% | 1% | 0.2% | -1% | -4%
COc1cc2c(cc1OC)C(C(=O)N1CCN(c3ccccn3)CC1)C(c1cccs1)N(C)C2=O (stereo not given) | -2% | -2.8% | 1 | . | . | -9% | -2% | 0.3% | -6% | -22%
Cc1[nH]ncc1N=Cc1ccc([N+](=O)[O-])cc1 | 5% | -12% | 1 | 4 | 637 | 6% | 3% | -0.3% | 24% | 8%
CCCn1c(CN2CCCCC2C)nc2c1c(=O)n(C)c(=O)n2C (stereo not given) | 4% | -1.7% | 1.1 | -25 | 634 | 1% | 1% | 1.0% | 4% | 24%
CCOc1ccc(C(=O)NC(=S)Nc2ccc(N3CCC(C)CC3)cc2)cc1[N+](=O)[O-] | 3% | -8.1% | 1.1 | 0 | 688 | 8% | -3% | 1.9% | 12% | 4%
COc1ccc(/C=C/C(=O)N(Cc2ccccc2)c2ccccn2)cc1OC | -15% | 4.7% | 1.1 | -14 | 661 | 9% | -8% | 0.6% | 6% | 2%
Cc1nn(Cc2ccccc2)c(C)c1N | 7% | -6.4% | 1.1 | 1 | 722 | 8% | -6% | 2.0%[50 µM] | 30% | 25%
Cc1ccc(SCC(=O)NC(C)(C)C)cc1 | 8% | -6.8% | 1.1 | -10 | 684 | 14% | 3% | 0.9% | 20% | 6%
COCCOC(=O)C1=C(C)NC(=O)NC1c1c(Cl)nc2c(C)cccn2c1=O (stereo not given) | 11% | -2.4% | 1.1 | -2 | 593 | 14% | -1% | . | 5% | -3%
CC(=O)Nc1ccc(C(=O)NNC(=O)c2cccs2)cc1 | -2% | -6.0% | 1.2 | -1 | 656 | 2% | 3% | 0.1% | -9% | -3%
CCCCc1nc(NCCNC(=O)c2ccccc2)c(C#N)c2c1CSC(C)(C)C2 | 24%* | 0.5% | 1.2 | -33 | 775 | 12% | 0% | -0.5% | 5% | 3%
CCOc1ccccc1NC(=O)NC1(C(=O)N2CCOCC2)CCCCC1 | -3% | -3.4% | 1 | . | . | 8% | 5% | 2.5% | 8% | -3%
O=C(COc1cccc(F)c1)N[C@@H](Cc1ccccc1)c1nc2ccccc2[nH]1 | 6% | -3.8% | 1.3 | -6 | 550 | -7% | 3% | -0.4% | 7% | -7%
O=S(=O)(NCc1csc(-c2cccs2)n1)c1ccc(Cl)cc1 | 1% | . | . | . | . | . | -3% | 0.5% | . | -2%
The listing continues.
SMILES | M1AAP inhibition | XIAP displacement | TNAP activators | Hep lipid drop | Hep lipid drop cells 6.5 µM | PMI inhibitors | SIAH1 antagonists | K1F lysis inhibition | PMI inhibition | P. falciparum M17LAP
COc1ccc(NC(=O)CSc2nnc(-c3cccs3)n2-c2ccccc2)cc1 | 0% | -2.1% | 1.2 | . | . | -3% | 1% | 0.1% | -1% | 1%
CC1(C)CC(=O)c2cc3c(N)c(C(=O)NCc4ccccc4)sc3nc2C1 | 2% | -0.9% | 1.1 | . | . | -2% | 2% | 0.8% | 4% | 4%
COc1ccc2c(c1)[nH]c1c(=O)n(N)cnc12 | 5% | -5.4% | 1.1 | 0 | 641 | 5% | -2% | -0.4% | -1% | 4%
COc1cc(NC(=O)Cn2cnc3sc(C)c(S(=O)(=O)N4CCN(C)CC4)c3c2=O)cc(OC)c1OC | -1% | -6.2% | 1.1 | -2 | 753 | 4% | -2% | . | 5% | -3%
COc1nsnc1NS(=O)(=O)c1ccc(NC(=S)NC(=O)c2ccncc2)cc1 | 2% | . | . | -38 | 775 | . | 2% | 0.5% | . | 7%
COCCn1c(C)cc(C(=O)CSc2nc3ccccc3c(=O)n2Cc2ccco2)c1C | 1% | -9.7% | 1 | 5 | 653 | -4% | -3% | 0.2% | 7% | 7%
CCC(=O)Oc1ccc(-c2cnc3ccccc3n2)cc1 | 12% | -4.2% | 1.1 | . | . | 4% | 4% | -0.4% | 5% | -2%
CCOc1ccc(OCCOc2cccc(C(F)(F)F)c2)cc1 | -7% | -4.0% | 1 | . | . | 6% | -1% | 0.0% | 4% | -12%
COc1ccc(C2C(C(C)=O)=C(O)C(=O)N2C)c(OC)c1 (stereo not given) | 4% | 1.7% | 1.1 | . | . | -4% | -1% | 1.7% | -7% | 23%
O=C(/C=C/c1ccc(F)cc1)Nc1cc(S(=O)(=O)N2CCOCC2)ccc1N1CCCC1 | 10% | -4.9% | 1.2 | 4 | 637 | 6% | 0% | 0.4% | -2% | -4%
O=S(=O)(NCc1ccccc1)c1ccc(F)cc1Br | -4% | . | . | 33 | 682 | . | 7% | 2.0% | . | -5%
Cc1cc(OCCOCCNC(C)C)cc(C)c1Cl | 13% | -5.0% | 1 | 26 | 796 | 6% | 1% | 0.1% | 2% | 10%
O=C1N(c2ccccc2)C[C@@H]2C[C@@H](c3cccs3)N3CCC[C@@]123 | 3% | 0.2% | 1.1 | -19 | 586 | 12% | 0% | 0.4% | 30% | -3%
CCOC(=O)c1cnc(SC2CCc3ccccc3C2=O)nc1N (stereo not given) | 2% | -7.3% | 1.1 | . | . | 22% | 2% | 0.5% | 53%* | -14%
CCn1c(NC(=O)C(C)C)c2ccccc2nc1=O | 4% | -0.6% | 1.1 | 8 | 653 | 7% | 3% | -1.1% | 3% | 0%
COc1ccccc1/C=N\Nc1cc(C)nc(-n2nc(C)cc2C)n1 | 2% | -2.9% | 1.1 | 23 | 694 | 20% | 0% | 6.4% | 8% | 6%
CCCn1c(=O)c(C(=O)NCc2ccc(OC)c(OC)c2)c(O)c2ccccc21 | 6% | 0.6% | 1.1 | . | . | -4% | -5% | -0.2% | -9% | 1%
Cc1ccc(NC(=O)Cn2c3ccc(F)cc3c3nc4n(c(=O)c32)CCS4)cc1F | 2% | -5.6% | 1.1 | 5 | 711 | 14% | 6% | -0.1% | 6% | 0%
Cn1c(-c2ccccc2[N+](=O)[O-])[n+](C)c2ccccc21 | 5% | . | . | 24 | 734 | . | 3% | -0.3% | . | -5%

A second format for six compounds above.
molecule	M1AAP inhibition	XIAP displacement	TNAP activators	Hep lipid drop	Hep lipid drop cells 6.5 µM	PMI inhibitors	SIAH1 antagonists	K1F lysis inhibition	PMI inhibition	P. falciparum M17LAP
CC1(C)CC(=O)c2cc3c(N)c(C(=O)NCc4ccccc4)sc3nc2C1	2%	-0.9%	1.1	.	.	-2%	2%	0.8%	4%	4%
O=S(=O)(NCc1ccccc1)c1ccc(F)cc1Br	-4%	.	.	33	682	.	7%	2.0%	.	-5%
COc1cc(NC(=O)Cn2cnc3sc(C)c(S(=O)(=O)N4CCN(C)CC4)c3c2=O)cc(OC)c1OC	-1%	-6.2%	1.1	-2	753	4%	-2%	.	5%	-3%
COCCn1c(C)cc(C(=O)CSc2nc3ccccc3c(=O)n2Cc2ccco2)c1C	1%	-9.7%	1	5	653	-4%	-3%	0.2%	7%	7%
Cc1cc(OCCOCCNC(C)C)cc(C)c1Cl	13%	-5.0%	1	26	796	6%	1%	0.1%	2%	10%
O=C(/C=C/c1ccc(F)cc1)Nc1cc(S(=O)(=O)N2CCOCC2)ccc1N1CCCC1	10%	-4.9%	1.2	4	637	6%	0%	0.4%	-2%	-4%

Source: PubChem
